# Source: PubChem BioAssay (National Center for Advancing Translational Sciences (NCATS))
# FBPA Giardia inh = qHTS Assay for Inhibitors of Fructose-1,6-bisphosphate Aldolase from Giardia Lamblia; purified Giardia FBPA; Potency, µM (titrated, usually from 59.6 µM), for the others: top-dose activity, negative = inhibition, actives largely listed as inhibitors; actives 0.71% (n = 290,000); note: potency is the fitted concentration of half-maximal effect; nearly all actives have a fitted effect of over 55% in size
# Target sequence (A8B2U2 whole entry, looked up): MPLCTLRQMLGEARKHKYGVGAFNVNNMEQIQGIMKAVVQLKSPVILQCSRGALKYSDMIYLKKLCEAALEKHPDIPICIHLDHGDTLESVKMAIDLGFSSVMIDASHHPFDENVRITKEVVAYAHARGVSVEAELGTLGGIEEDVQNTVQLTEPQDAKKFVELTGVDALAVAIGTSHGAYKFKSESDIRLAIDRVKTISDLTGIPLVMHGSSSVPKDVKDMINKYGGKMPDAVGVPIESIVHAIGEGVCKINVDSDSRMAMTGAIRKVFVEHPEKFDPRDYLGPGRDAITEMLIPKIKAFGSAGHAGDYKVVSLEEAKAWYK
#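 40 nM FBPA preincubated 10 min at RT with compound (up to 57.5 uM final), then substrate plus GAPDH/TPI/NAD/arsenate coupling and diaphorase/resazurin added. Fluorescence read after 20 min at RT, 525/598 nm.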
# AMA1-RON2 inh = qHTS for Inhibitors of AMA1-RON; Towards Development of Antimalarial Drug Lead: Primary Screen; Potency, µM (series often up to 58.2 µM), without a hit: at the top dose activity change, negative = inhibition, hits mostly inhibitors; AlphaScreen AMA1-biotinylated RON2 peptide binding; actives 0.2% (n = 360,000); Plasmodium falciparum AMA1 (3D7) - RON2 peptide interaction; AID 720542, 2013;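 note: potency is the fitted concentration of half-maximal effect; 0% = vehicle wells and -100% = peptide control; nearly all actives have a fitted effect of over 45% in size; some results filed as inactive show a strong effect at the top dose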
#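 AMA1 (3D7) with his tag at 25 nM final met compounds first, then biotinylated RON2 peptide at 25 nM; detection used donor plus acceptor beads, 10 µg/mL apiece, read by AlphaScreen after 30 min at room temperature.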
# HCMV antiviral = qHTS Assay for inhibitors of the human cytomegalovirus (HCMV); actives 4.5% (n = 410,000); HFF cells, HCMV-luciferase reporter, 72 h; stronger effect = lower value; activity change, negative = inhibition, % at 57.5 µM; AID 1259415, 2018; in the data active = activity change below about -60%; inconclusive = no clear call, values can overlap the other calls; inactive = above about -39%
#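 Two-dose cell screen: HFF monolayers treated with compounds and infected with luciferase-expressing HCMV at 1 PFU/cell, 72 h at 37C, then lysed for luciferase measurement.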
# AmpC inh no detg = qHTS Inhibitors of AmpC Beta-Lactamase (assay without detergent); P00811; AmpC nitrocefin hydrolysis, absorbance 480 nm, 0.0001% Triton; Potency, µM (highest dose often 57.1 µM), for inactives: at the top dose activity change, negative = inhibition, most hits filed as inhibitors; actives 0.52% (n = 330,000); AID 485341, 2010;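 note: potency is the fitted concentration of half-maximal effect; plate controls were no compound for no effect and no enzyme for full effect; nearly all actives have a fitted effect of over 20% in size; some results filed as inactive show a strong effect at the top dose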
# Target sequence (P00811 whole entry, looked up): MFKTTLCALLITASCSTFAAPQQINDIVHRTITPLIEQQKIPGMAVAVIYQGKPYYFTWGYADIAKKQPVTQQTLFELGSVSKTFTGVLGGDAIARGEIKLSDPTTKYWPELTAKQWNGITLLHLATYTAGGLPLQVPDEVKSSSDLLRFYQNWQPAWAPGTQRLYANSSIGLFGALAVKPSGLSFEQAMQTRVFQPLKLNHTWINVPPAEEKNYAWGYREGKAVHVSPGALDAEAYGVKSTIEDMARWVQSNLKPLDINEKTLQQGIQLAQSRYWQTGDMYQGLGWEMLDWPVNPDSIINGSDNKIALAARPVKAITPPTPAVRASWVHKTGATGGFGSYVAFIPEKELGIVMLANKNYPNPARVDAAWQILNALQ
#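 20 mM phosphate pH 7.0 + 0.01% (detergent screen) or 0.0001% Triton X-100; 5.3 nM AmpC reagent; cpd preinc 15 min RT; nitrocefin (800 uM stock) to start; A480 q20 s × 4 min; Activity was normalised to no-enzyme and no-compound control wells.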
# Sm TGR block = qHTS Assay for the Inhibitors of Schistosoma Mansoni Peroxiredoxins; purified TGR, DTNB reduction, TNB absorbance 405 nm; Potency, µM (top dose mostly 114 µM), inactives show at the top dose activity change, negative = inhibition, actives largely listed as inhibitors; actives 3% (n = 360,000); note: potency is the fitted concentration of half-maximal effect; nearly all actives have a fitted effect of over 60% in size
#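 Kinetic colorimetric format: TGR-catalysed, NADPH-driven DTNB reduction monitored via TNB absorbance. Enzyme dispensed at 20 nM; compound exposure 15 min at room temperature before reaction start.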
# AmpC detergent = qHTS Inhibitors of AmpC Beta-Lactamase (assay with detergent). P00811. AmpC hydrolysis of nitrocefin, absorbance 480 nm, 0.01% Triton. Potency, µM (top dose mostly 114 µM), inactives show at the top dose activity change, negative = inhibition, hits mostly inhibitors. actives 0.041% (n = 370,000);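 note: potency is the fitted concentration of half-maximal effect; 0% = no-compound wells and -100% = no-enzyme wells; nearly all actives have a fitted effect of over 25% in size; some results filed as inactive show a strong effect at the top dose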
#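 AmpC (5.3 nM in the dispensed reagent) in 20 mM phosphate pH 7.0 with 0.01% (detergent screen) or 0.0001% Triton X-100 was preincubated with compounds for 15 min at room temperature. Nitrocefin was then added from an 800 uM solution, and hydrolysis was followed at 480 nm.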
# Active calls of the source: *; ? = inconclusive; / = no result given; & = joins results of further samples; [ ] = remark or other dose. Unless noted, calls come from the whole dose curve; as a rule, active = well fitted curve in the direction sought with a large enough effect; inconclusive = small, poorly fitted or top-dose-only effect, or another doubt; inactive = no such curve, though single readings can be large; an effect the other way counts as inactive or inconclusive. Unless noted, % is set by controls: 0 for no effect and ±100 for the full control effect.
SMILES,FBPA Giardia inh,AMA1-RON2 inh,HCMV antiviral,AmpC inh no detg,Sm TGR block,AmpC detergent
CCCn1c(C)cc(C(=O)CN2C(=O)c3cccc(N)c3C2=O)c1C,-1.0%,20.3%,71.8,-9.7%,1.0%,1.3%
CCOC(=O)[C@H]1[C@H]2COc3ccc(OC)cc3[C@@H]2N2C(=O)CN(Cc3ccc(Cl)cc3)C(=O)[C@@]12C,/,-1.8%,3.6,173.5%[activator],4.6%,4.3%
Nc1nc(Cl)c(C=O)c(N2CCCCC2)n1,-7.1%,-1.5%,?,-16.4%,-0.2%,-9.0%
Cc1cccc(C)c1NC(=S)NC(=O)CCc1ccccc1,/,26.1%,66.4,-25.8%,?,1.8%
CCN(CC(=O)NCc1cccs1)C(=O)CCOc1ccccc1C,/,-7.6%,-96.6*,2.2%,-23.1%,5.4%
COC(=O)c1ccc(Nc2ncnc3sccc23)cc1,-2.4%,-7.8%,-62.4*,-29.2%,-0.5%,5.4%
COc1ccc(-n2nc3c(c2NC(=O)c2ccc(S(=O)(=O)N4CCOCC4)cc2)CS(=O)C3)cc1 (centres undefined),5.4%,13.2%,?,22.8%,1.9%,6.8%
COC(=O)c1nnn(-c2nc(N3CCOCC3)nc(N3CCOCC3)n2)c1C,3.4%,-17.1%,1.7,-13.5%,-1.2%,-6.2%
Cn1c(=O)cc2c3c(c(N4CCCCC4)ccc31)C(=O)c1ccccc1-2,-10.0%,?,-25.1,6.8%,0.5%,3.4%
CCOC(=O)c1c(-c2ccc(C)cc2)csc1NC(=O)c1cccc(N2C(=O)CCC2=O)c1,1.6%,12.8%,11.6,-16.8%,-7.7%,-8.6%
COc1cc(/C=N/N2CCN(C3c4ccccc4-c4ccccc43)CC2)ccc1O,0.1%,-18.1%,0.0,-15.2%,-11.3%,-14.5%
O=C(NCC(c1ccc(F)cc1)N1CCOCC1)c1ccc(C(=O)c2ccccc2)cc1 (centres undefined),0.6%,?,-5.2,117.2%[activator],-4.1%,0.4%
Cc1cc(OC(C)C(=O)NCC(O)c2ccccc2)c2c3c(c(=O)oc2c1)CCC3 (centres undefined),-7.5%,4.1%,13.3,47.6%,-15.5%,-8.2%
Cc1nn(-c2ccccc2)c2c1c(C)c(CCC(=O)N1CCOCC1)c(=O)n2C,-1.5%,-6.5%,/,194.9%[activator],-2.3%,-10.9%
CCC(Sc1nnc2c3ccccc3n(CC)c2n1)C(=O)Nc1sc2c(c1C#N)CCCC2 (centres undefined),0.7%,-3.3%,-6.2,-28.9%,-7.0%,5.5%
CCc1ccc(NC(=O)CCc2c(C)nc3nc(-c4cc(OC)cc(OC)c4)nn3c2C)cc1,/,/,-10.3,/,-8.5%,-12.6%
O=C(Cc1cc(C(=O)O)c2ccccc2n1)Nc1ccccc1,7.1%,-4.7%,6.6,-22.3%,-4.8%,-6.3%
CCOP(=O)(OCC)C(Nc1cccc([N+](=O)[O-])c1)c1ccc(OC)cc1 (centres undefined),-0.5%,-15.4%,-35.3,93.1%[activator],2.2%,-0.1%
COc1ccc(C(=O)NNC2=Nc3cccc4cccc2c34)cc1,8.1%,56.4%[activator],-31.2,-25.6%,5.8%,-6.3%
O=C(O)C1CCCN1C(=O)Nc1ccc(F)cc1 (centres undefined),1.8%,2.8%,1.7,-14.3%,10.2%,-3.5%
O=C(NCCCN1CCOCC1)c1cc(-c2ccc(Cl)s2)nc2ccccc12,/,1.0%,-11.5,114.2%[activator],1.7%,-18.3%
Cc1cc(N)ccc1N=Nc1c(C)n(C)n(-c2ccccc2)c1=O,-10.4%,-1.2%,70.9,-26.1%,-1.1%,-14.0%
CCOc1cc(C(=O)Nn2cnnc2)cc(OCC)c1OCC,4.4%,-3.4%,-26.3,-13.4%[11.4 µM],-2.2%,-13.7%
O=C(c1ccc(CN2CCOCC2)cc1)N1CCN(c2ccccc2)CC1,-0.9%,-5.9%,74.2,9.6%,-28.4%,?
Cc1cccc(C)c1OCC(=O)NC(Cc1c[nH]c2ccccc12)C(=O)O (centres undefined),22.7%,6.8%,-5.8&22.1,-6.1%,-4.0%&-1.3%,2.5%&1.8%
COCCCNC(=O)CN(c1cc([N+](=O)[O-])ccc1OC)S(C)(=O)=O,3.1%,6.7%,-0.2,-9.8%,21.8%,3.5%
CC1=C(C(=O)OCc2ccccc2)C(c2ccco2)C2=C(CC(C)(C)CC2=O)N1 (centres undefined),-10.7%,2.6%,-20.9,-5.0%,?,-10.0%
CCCCn1c(N)c(N(CC(C)C)C(=O)COC(=O)C2(c3ccccc3)CC2)c(=O)[nH]c1=O,/,7.8%,?,3.6%,1.5%,?
N#Cc1ccc(NC(=O)Cn2cnc(S(=O)(=O)N3CCCCC3)c2)cc1,13.0%,1.5%,-15.2,-23.7%,-16.9%,-12.4%
CC1(C)Cc2c(sc3c2c(=N)n(Cc2ccco2)c(=O)n3CC(=O)Nc2ccccc2)CO1,3.8%,-10.6%,5.0,11.5%,21.4%,-4.0%
CN(Cc1nc(-c2ccccn2)no1)S(=O)(=O)c1ccc(Cl)cc1,0.6%,11.4%,23.0,-13.8%,-0.2%,2.9%
O=C(CCO)c1ccc(O)cc1,-14.1%,?,16.2,-29.4%,17.8µM*,5.0%
CN1CCN2c3ncccc3Cc3ccccc3[C@@H]2C1,0.6%,20.1%,-10.5,-0.7%,-2.0%,?
Cc1ccc(C2C(C#N)=C(N)Oc3n[nH]c(-c4cccs4)c32)cc1 (centres undefined),-14.8%,10.7%,-34.2,-40.0%,-8.3%,-3.4%
COc1cc2oc(=O)cc(-c3ccc(-c4ccc(F)c(Cl)c4)cc3)c2c(OC)c1OC,0.8%,-4.2%,5.3,-7.8%,/,/
Cc1nn(C)cc1CNC(=O)c1cccc(F)c1,3.3%,-7.6%,11.2,-8.8%,8.3%,-0.3%
Cc1nc(SCC(=O)NCc2ccco2)c2oc3ccccc3c2n1,-0.4%,0.8%,-36.4,13.5%,?,?
CS(=O)(=O)NC1CCN(Cc2ccccc2)CC1,7.8%,-1.6%,18.8,-21.6%,-0.8%,4.0%
N#C/C(=C\c1cccc([N+](=O)[O-])c1)C(=O)Nc1cccnc1,-16.3%,3.4%,-28.7,-32.2%,-31.7%,-0.8%
COc1cc(NC(=O)COc2ccccc2C)ccc1NC(=O)c1ccco1,-11.1%,-5.9%,-30.2,-15.9%,-31.8%,2.4%
Cc1ccnc(SCCn2c(Br)nc3c2c(=O)[nH]c(=O)n3C)n1,-2.2%,10.7%,-1.8,-17.5%,10.7%,-12.6%
COCCNc1nnc(SCC(=O)Nc2cc(C)on2)s1,/,21.9%,-30.3,-24.4%,2.2%,0.1%
COc1cc(Cl)c(C)cc1Nc1c2c(nc3ccccc13)CCC2,/,/,-100.7*,/,5.4%,6.9%
O=C(c1ccc(-c2cccc(C(F)(F)F)c2)o1)N1CCCCCCC1,/,-20.6%,-8.4,72.0%[activator],?,?
COc1ccc(C(C)(C)C)cc1NC(=O)COC(=O)c1ccc([N+](=O)[O-])o1,?,-14.0%,-21.3,-5.6%,-0.6%,0.2%
CCN(C[C@H]1N[C@@](CC)(C(=O)OC)[C@H]2C(=O)N(Cc3ccccc3)C(=O)[C@@H]12)C(=O)c1ccccc1,/,5.5%,-16.2,79.0%[activator],/,/
O=c1c(-c2ccccc2)[n+]([O-])c2ccccc2n1O,?,2.3%,13.9,-15.8%,-11.5%,?
CN(C)P(=O)(CCl)Nc1ccccc1 (centres undefined),6.9%,-3.7%[2.32 µM],-19.1,-8.1%,-6.3%,-3.5%
COc1ccccc1CNS(=O)(=O)c1c(C)nc2sc(C)cn2c1=O,/,/,19.8,/,-2.5%,17.2%
CN(CC(=O)Nc1ccc(Cl)cc1)S(=O)(=O)c1cccc2cccnc12,-4.3%,-2.3%,58.8,-42.7%,8.1%,?
Cc1c(S(=O)(=O)N2CCc3ccccc3C2)c(=O)n(C)c(=O)n1C,-2.5%,0.0%,21.9,-0.7%,?,?
COC(=O)[C@@H](NC(=O)c1ccccc1OC1CCN(S(C)(=O)=O)CC1)C(C)C,-0.6%,-18.7%,56.3,22.0%,44.2%[activator],3.4%
CCOC(=O)N1CCN(C(=O)CSc2ccc3nnc(CCNC(=O)c4ccc(OC)cc4)n3n2)CC1,-1.1%,1.1%,0.0,11.5%,12.3%,4.2%
CCc1nn(CC(=O)NCCN2CCOCC2)c(=O)c2cc3c(OC)cccc3n12,-0.6%,10.0%,5.7,4.9%,-3.5%,-8.1%
O=C(COC(=O)c1n[nH]c(=O)c2ccccc12)c1ccc(Cl)cc1,0.5%,5.4%,-17.9,-9.8%,9.4%,-13.3%
Cc1ccc(NC(=O)C2(S(=O)(=O)c3ccc(C)cc3)CC2)cc1,5.5%,-1.9%,-12.0,-22.1%,19.3%,?
CC(=O)c1cc(-c2ccccc2)n(CCC(=O)NC2CCCC2)c1C,4.3%,-1.6%,-24.8,25.0%,-22.0%,-10.6%

# Shown with bars between the fields: entries from further up
mol | FBPA Giardia inh | AMA1-RON2 inh | HCMV antiviral | AmpC inh no detg | Sm TGR block | AmpC detergent
COc1ccccc1CNS(=O)(=O)c1c(C)nc2sc(C)cn2c1=O | / | / | 19.8 | / | -2.5% | 17.2%
CN(CC(=O)Nc1ccc(Cl)cc1)S(=O)(=O)c1cccc2cccnc12 | -4.3% | -2.3% | 58.8 | -42.7% | 8.1% | ?
Cc1c(S(=O)(=O)N2CCc3ccccc3C2)c(=O)n(C)c(=O)n1C | -2.5% | 0.0% | 21.9 | -0.7% | ? | ?
COC(=O)[C@@H](NC(=O)c1ccccc1OC1CCN(S(C)(=O)=O)CC1)C(C)C | -0.6% | -18.7% | 56.3 | 22.0% | 44.2%[activator] | 3.4%
CCOC(=O)N1CCN(C(=O)CSc2ccc3nnc(CCNC(=O)c4ccc(OC)cc4)n3n2)CC1 | -1.1% | 1.1% | 0.0 | 11.5% | 12.3% | 4.2%
CCc1nn(CC(=O)NCCN2CCOCC2)c(=O)c2cc3c(OC)cccc3n12 | -0.6% | 10.0% | 5.7 | 4.9% | -3.5% | -8.1%
O=C(COC(=O)c1n[nH]c(=O)c2ccccc12)c1ccc(Cl)cc1 | 0.5% | 5.4% | -17.9 | -9.8% | 9.4% | -13.3%
Cc1ccc(NC(=O)C2(S(=O)(=O)c3ccc(C)cc3)CC2)cc1 | 5.5% | -1.9% | -12.0 | -22.1% | 19.3% | ?
CC(=O)c1cc(-c2ccccc2)n(CCC(=O)NC2CCCC2)c1C | 4.3% | -1.6% | -24.8 | 25.0% | -22.0% | -10.6%
